Bioassay records from PubChem.
Menin-MLL TR inh: qHTS Assay for Inhibitors Targeting the Menin-MLL Interaction in MLL Related Leukemias: Competition With Texas Red Labeled MLL-derived Mutant Peptide; Potency, µM (top dose mostly 61.6 µM), for inactives: top-dose FP activity change, negative = inhibition, usual class: inhibitors; 270,000 compounds, 0.23% hits; Menin + Texas Red MLL mutant peptide, fluorescence polarization; O00255; AID 1768, 2009; active = well fitted inhibition curve with a large enough effect in the polarisation, with a control signal flat, not every such curve was filed as active; inconclusive = small, poorly fitted or top-dose-only effect, or effect the other way, or a change in a side signal; inactive = no such curve, though single readings can be large or run the other way; the % refers to the polarisation; note: potency is the fitted concentration of half-maximal effect; % of control where 0% means no effect; many of its hits are not listed in these tables
TSG101-PTAP inh: qHTS Assay for Iinhibitors of HIV-1 Budding by Blocking the Interaction of PTAP/TSG101 | AID 493005, 2010 | Potency, µM (series often up to 115 µM), for the others: at the top dose activity change, negative = inhibition, hits mostly inhibitors | Tumor susceptibility gene 101 protein (Homo sapiens), Q99816 | Fluorescence polarization, FITC-PTAP peptide / Tsg101 binding | 340,000 tested, under 10 active; active = well fitted inhibition curve with a large enough effect in the main read-out, with a control signal flat, not every such curve was filed as active; inconclusive = small, poorly fitted or top-dose-only effect, or effect the other way, or a change in a side signal; inactive = no such curve, though single readings can be large or run the other way; note: potency is the fitted concentration of half-maximal effect; % of control where 0% means no effect
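Compounds were pin-transferred onto Tsg101 binding domain (10 uM final) in HEPES pH 7.5 buffer, then FITC-PTAP peptide was added at 50 nM final. After 20 min at RT, polarization reported peptide displacement across a qHTS concentration series.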
MBNL1-CUG inh: qHTS Assay for Inhibitors of MBNL1-poly(CUG) RNA binding | TR-FRET MBNL1-His/biotin-(CUG)12 binding, 665/545 ratio | Potency, µM (titrated, usually from 57.5 µM), for inactives: at the top dose activity change, negative = inhibition, most hits filed as inhibitors | 280,000 compounds, 0.036% hits; active = well fitted inhibition curve with a large enough effect in the signal ratio, with a control signal flat, not every such curve was filed as active; inconclusive = small, poorly fitted or top-dose-only effect, or effect the other way, or a change in a side signal; inactive = no such curve, though single readings can be large or run the other way; the % refers to the signal ratio; note: potency is the fitted concentration of half-maximal effect; % is set by controls: 0 for no effect and ±100 for the full control effect
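TR-FRET between His-tagged MBNL1 and biotin-(CUG)12 RNA, detected with Tb anti-His antibody (0.055 ng/ul) and streptavidin-XL665 (5 nM), 60 min at room temperature. Compounds titrated 92 nM to 58 uM; 665/545 nm ratio normalized to buffer and complex controls.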
A-T KAP1 phos: qHTS Assay for Identifying a Potential Treatment of Ataxia-Telangiectasia | 320,000 compounds, 0.19% hits | […] A-T fibroblasts, KAP-1 phosphorylation AlphaLISA; neocarzinostatin DNA damage 30 min before lysis | Potency, µM (top dose mostly 57.5 µM), for the others: at the top dose activation, usual class: activators; note: potency is the fitted concentration of half-maximal effect; % of control where 0% means no effect; nearly all actives have a fitted effect of over 45% in size
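hTERT-immortalized A-T patient fibroblasts ([…]), 500 cells/well in OPTI-MEM, 1% FBS, got compounds for 60 min, then NCS for 30 min at 37C. Lysates were then assayed for phospho-KAP-1 by AlphaLISA (anti-pKAP1 donor, anti-KAP1 acceptor beads), 6 hr at 25C.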
TSHR antagonist: Antagonists of the Thyroid Stimulating Hormone Receptor: HTS campaign; Thyrotropin receptor (Homo sapiens), P16473; TSHR-expressing cells, TSH-stimulated cAMP HTRF, 2 h; stronger effect = lower value; activity change, negative = inhibition, % at 11.5 µM; 330,000 compounds, 0.2% hits; AID 504810, 2011;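 active = activity change below a set negative limit, meaning inhibition stronger than a set level, cut at about -70% in these data; inconclusive = activity change between two set negative limits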; note: % is set by controls: 0 for no effect and ±100 for the full control effect
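Cell-based HTRF cAMP assay; TSHR cells + compound, TSH EC80 (4nM final), 2 h, 37 deg C. Lysis with anti-cAMP cryptate and cAMP-d2, 30 min RT, read 665/620 nm.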
ASM inhibitor: Inhibitors of Secretory Acid Sphingomyelinase (S-ASM): qHTS; Sphingomyelin phosphodiesterase (Homo sapiens), P17405; placental ASM, HMU-PC fluorogenic substrate, 60 min; Potency, µM (highest dose often 57.5 µM), for the others: top-dose activity change, negative = inhibition, most hits filed as inhibitors; 340,000 compounds, 0.006% hits; AID 504937, 2011; note: potency is the fitted concentration of half-maximal effect
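Steps: dispense placental human ASM, pin compound, wait 10 min at room temperature, add HMU-PC0 substrate at 9 uM final, incubate 60 min at 37 °C, add stop solution raising pH to 10, read fluorescence.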
CXXC DNA block: qHTS Fluorescence Polarization Assay for Inhibitors of MLL CXXC domain - DNA interaction. Histone-lysine N-methyltransferase 2A (Homo sapiens), Q03164. MLL-CXXC / FITC-HOXA9 DNA fluorescence polarization. 290,000 compounds, 0.037% hits. Potency, µM (titrated, usually from 115 µM), inactives show at the top dose activity change, negative = inhibition, most hits filed as inhibitors; active = well fitted inhibition curve with a large enough effect in the polarisation, with a control signal flat, not every such curve was filed as active; inconclusive = small, poorly fitted or top-dose-only effect, or effect the other way, or a change in a side signal; inactive = no such curve, though single readings can be large or run the other way; the % refers to the polarisation; note: potency is the fitted concentration of half-maximal effect
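Purified MLL-CXXC (added from a 7 uM solution) was preincubated 5 min at ambient with pinned compounds in 50 mM Tris-HCl pH 7.5, 50 mM NaCl, 1 mM DTT, 0.05% BSA. Fluorescein-labeled HOX-A9 DNA (50 nM solution) followed, 30 min, then polarization read.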
TCR activator: Activators of T cell receptors: qHTS campaign; primary human leukocytes, anti-CD3, IL-2 HTRF, 48 h; Potency, µM (top dose mostly 9.22 µM), for inactives: top-dose activation of IL-2 secretion, hits mostly activators; 330,000 tested, under 10 active; AID 504894, 2011; note: % of control where 0% means no effect
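Primary human leukocytes were stimulated with a-CD3 beads plus compounds for 48 hr without co-stimulation; secreted IL-2 was quantified by HTRF using a-IL-2-K (europium cryptate) and a-IL-2-d2, excited at 320nm with acceptor emission read at 665nm.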
Mito fusion yeast: qHTS Assay for Small Molecule Inhibitors of Mitochondrial Division or Activators of Mitochondrial Fusion; Potency, µM (titrated, usually from 46.1 µM), for the others: top-dose growth rescue (activation), usual class: activators; AID 485298, 2010; S. cerevisiae fusion-defective mutant growth rescue, CellTiterGlo 48 h; 320,000 compounds, 0.23% hits;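 note: potency is the fitted concentration of half-maximal effect; % of control where 0% means no effect; nearly all actives have a fitted effect of over 45% in size; temperature-sensitive fusion mutants such as fzo1-1 at 37 °C on non-fermentable ethanol glycerol medium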
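Luminescent cell viability in 1536-well qHTS format served as the measure of rescued growth in ts fusion-mutant S. cerevisiae cultured on non-fermentable YPEG for 48 hours at 37C.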
Integrin act MD: qHTS for Activators of Integrin-Mediated Alleviation for Muscular Dystrophy | alpha7betagal myoblasts, beta-gal FDG fluorescence, 48 h | Potency, µM (titrated, usually from 38.3 µM), inactives show at the highest dose activation, actives largely listed as activators | 350,000 compounds, 0.064% hits | AID 624291, 2012;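 note: potency is the fitted concentration of half-maximal effect; 100% = response of the positive control SU9516; nearly all actives have a fitted effect of over 60% in size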
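alpha7betagal+/- myoblasts (passage 13, 250/well) treated 48 h at 37C with compounds at 1:260 dilution of DMSO stock. Lysed, then beta-galactosidase activity read as FDG fluorescence (ex 480/em 540) after 30 min, with pre-read for autofluorescence.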
The depositor's hits bear a star; u = inconclusive; x = not tested or not shown; [ ] = remark or other dose. Unless noted, calls come from the whole dose curve; as a rule, active = well fitted curve in the direction sought with a large enough effect; inconclusive = small, poorly fitted or top-dose-only effect, or another doubt; inactive = no such curve, though single readings can be large; an effect the other way counts as inactive or inconclusive. This is a subset, so the mix of outcomes need not match the whole.

SMILES	Menin-MLL TR inh	TSG101-PTAP inh	MBNL1-CUG inh	A-T KAP1 phos	TSHR antagonist	ASM inhibitor	CXXC DNA block	TCR activator	Mito fusion yeast	Integrin act MD
COc1cccc(C(=O)NCCS(=O)(=O)N2CCOCC2)c1	x	1.5%	x	7.1%	21.2	-0.8%	x	-3.9%	3.0%	3.4%
c1ccc(CCN2CN=C(Nc3nc4ccccc4s3)NC2)cc1	x	0.1%	1.7%	-11.5%	2.1	0.2%	-11.9%	-9.3%	1.1%	12.7%
C/C(Cn1nc([N+](=O)[O-])cc1C)=N\NC(=O)COc1c(Cl)cc(Cl)cc1Cl	-10.0%	-2.0%	21.4%	1.9%	7.0	1.2%	3.4%	2.2%[46.1 µM]	3.4%	14.8%
O=S(=O)(Nc1ncn[nH]1)c1ccc(Cl)cc1	4.5%	-1.8%	4.9%	26.1%	-2.4	3.5%	-7.1%	5.6%	-2.8%	-2.5%
O=C(c1ccsc1)N1CCCC(N2CCN(c3cccc(Cl)c3)CC2)C1 (centres undefined)	x	-0.1%	-2.8%	-8.5%	0.0	-3.6%	8.4%	5.5%	1.0%	-0.9%
CC1CCCC(NC(=O)COC(=O)/C=C/c2ccc([N+](=O)[O-])cc2)C1C (centres undefined)	x	-1.4%	x	14.0%	x	-2.8%	x	3.2%	x	-3.7%
COc1cccc(C=O)c1OCCN1C(=O)c2ccccc2C1=O	4.2%	-1.3%	9.7%	-8.9%	3.3	-2.1%	3.8%	7.3%	3.2%	-2.1%
O=C(/C=C/c1ccc(OC(F)F)cc1)OCC(=O)N1CCN(C(=O)c2ccco2)CC1	13.0%	-1.7%	x	5.6%	-3.0	0.3%	16.1%	-1.9%[46.1 µM]	0.1%	-35.2%
Cc1ccc(C(=O)NNC(=O)CCN2C(=O)C3CCCCC3C2=O)cc1 (centres undefined)	6.3%	-4.2%	x	2.8%	12.6	2.1%	4.1%	2.9%	-1.8%	21.2%
CC(=O)Oc1c(C)cc(Cl)cc1C(=O)Nc1ccc([N+](=O)[O-])cc1Cl	u	-3.1%	3.7%	-1.3%	-82.3*	0.9%	10.2%	-6.0%[46.1 µM]	-20.2%	-54.8%[inhibitor]
COc1ccccc1NC(=O)C(C)OC(=O)Cc1n[nH]c(=O)c2ccccc12 (centres undefined)	x	0.6%	x	0.4%	6.5	-7.4%	x	3.6%	-4.5%	19.4%
Cc1nnc(SCC(=O)Nc2ccccc2F)n(N)c1=O	x	1.4%	5.2%	9.8%	3.5	2.5%	6.7%	0.5%	3.8%	28.8%
COc1cccc2cc(C(=O)Oc3ccc(NC(C)=O)cc3)c(=O)oc12	0.0%	-1.6%	u	5.0%	4.5	4.0%	-3.6%	-6.9%[46.1 µM]	3.3%	24.5%
COc1ccc(C(=O)CNc2ccccc2CO)cc1	-10.6%	-1.2%	-7.3%	0.8%	-0.6	4.0%	3.1%	-5.3%	-2.8%	-7.8%
CCc1nc(N2CCC3(CC2)OCCO3)c2nnn(Cc3ccccc3Cl)c2n1	31.3%[activator]	-0.4%	-12.4%	18.7%	11.1	-5.0%	12.9%	7.0%	2.5%	-27.8%
COc1ccc(CN(C)CC2CCCN(CCc3ccc(F)cc3)C2)c(OC)c1OC (centres undefined)	u	1.5%	0.3%	-11.6%	6.9	1.5%	13.4%	-0.6%	-6.3%	-53.1%[inhibitor]
CCCN[C@H]1CCc2nc(N)sc2C1	9.0%	-0.4%	x	x	x	0.5%	-5.7%	-9.2%	x	x
C=CCn1c(=O)c2ccc(C(=O)NCc3ccccc3)cc2n(Cc2cccc(Cl)c2)c1=O	4.6%	-1.1%	8.3%	26.1%	-17.1	-16.5%	12.1%	6.4%	0.8%	3.9%
COc1ccc(-c2[nH]ncc2CN(C)Cc2c(C)n[nH]c2C)c(OC)c1	7.7%	-0.3%	3.4%	2.1%	1.8	1.7%	-7.2%	x	0.2%	0.6%
CC(C)(C)c1ccc(C(CC(=O)O)NC(=O)CCCc2ccccc2)cc1 (centres undefined)	-2.4%	-1.5%	-3.4%	-1.3%	6.2	1.4%	7.8%	-0.8%	0.9%	-9.6%
N#Cc1c(NC(=O)CN2CCN(S(=O)(=O)c3ccc4c(c3)OCCO4)CC2)sc2c1CCC2	7.4%	-0.3%	4.5%	-0.7%	-7.6	-2.5%	57.6%[activator]	0.6%	-0.2%	20.1%
COCCN(C(=O)CSc1nnc(Nc2ccc(C)cc2)s1)c1c(N)n(CC(C)C)c(=O)[nH]c1=O	-10.6%	-1.4%	-4.4%	12.2%	-7.7	-2.6%	5.2%	-11.1%	-4.0%	7.7%
COc1ccc(C(=O)CSc2nnc(Cc3ccccc3)o2)cc1	15.6%	0.0%	11.3%	1.8%	-11.0	-0.3%	-0.4%	-72.2%	14.9%	21.6%
O=S(=O)(c1ccccc1)N1CCC(O)(CSc2ccccc2)CC1	29.6%	-3.2%	11.8%	-3.2%	-17.8	1.9%	13.0%	-4.1%	-3.2%	u
CCOC(=O)C1CCN(C(=O)CSc2nnc(-c3ccco3)n2-c2ccccc2)CC1	-17.7%	-4.2%	-4.6%	-4.6%	-6.2	1.1%	-5.9%	5.7%	-4.4%	-23.5%
O=C(c1ccco1)N1CCN(Cc2cccnc2)CC1	7.0%	-5.7%	5.4%	4.7%	-3.4	0.6%	-1.0%	-0.2%	-2.5%	0.0%
CC[C@]1(C(=O)OC)[C@H]2C(=O)N(C)C(=O)[C@H]2[C@H]2CN=C(SCc3ccc(C(=O)OC)cc3)N21	x	-7.6%	x	-2.9%	16.4	6.0%	x	3.1%[46.1 µM]	x	19.1%
Cc1ccc(C(C)(C)C)c(OCCOCCN2CCCC2)c1	-2.2%	-1.9%	-15.8%	4.8%	2.1	5.5%	2.4%	-5.6%[46.1 µM]	-7.5%	-2.5%
Cc1nn(-c2cc(N3CCCCCC3)ccc2[N+](=O)[O-])c(=O)c2ccccc12	11.2%	-1.5%	19.4%	-4.3%	7.2	-21.6%	2.3%	0.0%	2.7%	-22.8%
COc1ccc(-n2c(SCC(=O)Nc3ccccc3)nc3c(c2=O)SCC3)cc1	-1.1%	-1.0%	u	2.9%	-12.0	-0.3%	23.6%	-1.6%	-1.2%	7.5%
COc1ccc(Oc2nc3ccccc3n3cccc23)cc1	4.1%	0.7%	1.6%	6.4%	8.2	-10.0%	-4.0%	-3.8%	-0.3%	-9.6%
CN(C(=O)c1cccc(NC(=O)Cc2cccc(NC(=O)C3CCN(C(=O)C4CCCCC4)CC3)c2)c1)C1CCC1	x	-1.5%	x	x	x	0.2%	x	2.8%	x	25.4%
Cc1cc(NC(=O)/C=C/c2ccccc2Cl)n(-c2nc3ccccc3[nH]2)n1	u	0.0%	-13.1%	16.5%	4.0	-11.5%	7.3%	-5.4%[46.1 µM]	-4.2%	4.3%
CN(C)CCSc1nc(-c2ccccc2)nc2c1CCCC2	x	-2.5%	x	-8.5%	7.9	-1.9%	-2.3%	-0.8%	-2.9%	-44.4%
CCN(CC)S(=O)(=O)c1cc(C(=O)Nc2cccnc2Cl)ccc1Cl	0.8%	2.2%	-6.9%	1.4%	10.5	-1.5%	9.5%	-4.5%	12.3%	3.8%
O=C(CSc1ccc2c(c1)OCCO2)NCCc1ccc(Cl)cc1Cl	-24.4%	0.4%	-3.7%	8.9%	-9.5	5.5%	-5.4%	0.2%[46.1 µM]	20.3%	9.3%
C=CCn1c(CNC(=O)c2cccs2)nnc1SCC(=O)Nc1ccc(C(=O)O)cc1	-1.8%	4.9%	-9.1%	-6.2%	43.8	4.8%	9.8%	6.2%	-7.4%	9.9%
CCOC(=O)C1=CN(CC)S(=O)(=O)NC1CCc1ccccc1 (centres undefined)	x	-1.4%	x	17.0%	33.8	-7.7%	x	-14.0%[46.1 µM]	x	26.3%
